SUMO1 PPI mod: modulators of human SUMO1-mediated protein-protein interactions | inhibition, % at 20 µM | SUMO1 binding to a labelled peptide, TR-FRET, 1 h | P63165 | 360,000 tested, 0.33% active | AID 602429; in the data active = inhibition above about 37%
Target sequence (P63165 whole entry, looked up): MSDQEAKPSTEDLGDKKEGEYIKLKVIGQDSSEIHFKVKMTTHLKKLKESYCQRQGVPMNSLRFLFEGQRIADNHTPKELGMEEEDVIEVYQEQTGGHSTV
SKN-1 inh: inhibitors of C. elegans SKN-1; C. elegans VP596 Pgst-4::GFP/RFP ratio, acrylamide-induced, 24 h; inhibition, % at 21.8 µM; 360,000 tested, 0.49% active; AID 624304;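 active = interference check ratio from 0.5 to 1.5 plus GFP to RFP signal ratio inhibition reaching or exceeding a fixed threshold, cut at about 30% in these data, passing the limit was not always enough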; also: some compounds called inactive have numbers as strong as hits
LMPTP inh: LMPTP (human) inhibition. recombinant LMPTP-A, OMFP fluorogenic substrate, fluorescence intensity. inhibition, % at 20 µM. P24666. 360,000 tested, 0.22% active;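 active = compounds that cut the enzyme signal by at least half of the control window in the single-dose screen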;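 also: plate controls were DMSO wells with enzyme plus substrate for no effect and substrate without enzyme for full effect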
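Test system – LMPTP-A enzyme · Amount – LMPTP-A at 0.625 nM final in the reaction · Buffer or medium – Bis-Tris pH 6.0, DTT, detergent · Reagent – OMFP 400 µM · Doses – single 20 µM dose · Schedule – reaction 50 min, room temperature, dark · Detection – fluorescence intensity of OMFP turnover product · Evaluation – percent inhibition versus substrate-only and uninhibited controls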
Scp1 inh: blocks human Scp-1 phosphatase activity; Q9GZU7; AID 493091; inhibition, % at 20 µM; 340,000 tested, 0.88% active; Recombinant Scp1, phosphopeptide, malachite green phosphate absorbance;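 active = inhibition above about 50% at 20 µM, limit read from the data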;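 also: plate controls were DMSO wells with enzyme for no effect and wells lacking enzyme for full effect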
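Test system: SCP-1 phosphatase catalytic domain, residues 76-261; measured by: colorimetric phosphate reagent with accelerator and stabiliser, absorbance at 630 nm; timing: enzyme reaction 45 min at room temperature, colour 5 min, stabilisation 30 min; also added: Phosphorylated 17-residue peptide substrate; compound dosing: one concentration, 20 µM, with 1.0% DMSO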
NRP1-CendR mod: NRP-1/CendR interaction modulation; O14786; FAM-RPARPAR peptide binding to NRP-1, fluorescence polarization; inhibition, % at 25 µM; 360,000 tested, 0.85% active; AID 602438;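 active = inhibition or corrected inhibition above about 18%, plus a signal ratio from 0.5 to 1.5, limit read from the data, passing the limit was not always enough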; also: strong numbers were not always called active
Target sequence (O14786 whole entry, looked up): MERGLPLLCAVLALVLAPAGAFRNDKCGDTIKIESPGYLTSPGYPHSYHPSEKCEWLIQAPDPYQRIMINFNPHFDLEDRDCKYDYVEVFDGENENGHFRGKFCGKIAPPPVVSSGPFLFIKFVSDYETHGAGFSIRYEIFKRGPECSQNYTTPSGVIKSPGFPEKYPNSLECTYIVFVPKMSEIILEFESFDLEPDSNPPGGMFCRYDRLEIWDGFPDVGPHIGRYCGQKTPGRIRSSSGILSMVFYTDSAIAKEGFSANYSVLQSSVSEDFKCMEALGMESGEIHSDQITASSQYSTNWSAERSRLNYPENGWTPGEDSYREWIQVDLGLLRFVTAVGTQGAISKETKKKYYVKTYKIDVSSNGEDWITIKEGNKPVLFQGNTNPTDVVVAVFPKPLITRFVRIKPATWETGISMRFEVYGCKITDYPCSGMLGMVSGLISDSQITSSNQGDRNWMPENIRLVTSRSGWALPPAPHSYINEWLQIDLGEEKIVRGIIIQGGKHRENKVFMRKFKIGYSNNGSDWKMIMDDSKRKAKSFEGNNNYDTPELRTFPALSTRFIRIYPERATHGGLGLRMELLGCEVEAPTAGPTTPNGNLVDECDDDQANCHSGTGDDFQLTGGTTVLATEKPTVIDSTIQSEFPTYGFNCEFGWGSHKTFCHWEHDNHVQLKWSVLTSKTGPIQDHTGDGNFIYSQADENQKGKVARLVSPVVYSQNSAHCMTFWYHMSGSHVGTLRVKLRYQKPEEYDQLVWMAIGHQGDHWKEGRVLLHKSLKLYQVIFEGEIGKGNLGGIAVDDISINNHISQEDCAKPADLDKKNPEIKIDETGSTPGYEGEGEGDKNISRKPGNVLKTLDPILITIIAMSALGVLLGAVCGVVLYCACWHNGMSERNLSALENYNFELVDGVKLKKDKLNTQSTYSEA
DNMT1 block: inhibitors of human DNMT1; 360,000 tested, 0.83% active; AID 588458; DNMT1 molecular beacon, Hinp1I cleavage, fluorescence; inhibition (reported as % activation of signal), % at 10 µM; in the data active = inhibition above about 50%
NadD block: blocks S. aureus nicotinate mononucleotide adenylyltransferase; 360,000 tested, 0.78% active; inhibition, % at 20 µM; purified NadD enzyme, colorimetric absorbance read-out; AID 602399; in the data active = inhibition above about 26%; also: some compounds past the cut are filed as inactive
STEP inh: blocks human striatal-enriched tyrosine phosphatase. P54829. recombinant STEP, OMFP fluorogenic substrate, fluorescence. inhibition, % at 20 µM. 360,000 tested, 0.25% active;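 active = inhibition at 20 µM, scaled per plate between control wells, above about 37%, limit read from the data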;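 also: 0% = DMSO with enzyme and substrate and 100% = substrate only without enzyme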
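System: STEP (striatal-enriched tyrosine phosphatase) enzyme, cell-free; medium: Bis-Tris pH 6.0 buffer with DTT, detergent; dosing: 20 µM, 1% DMSO; times: reaction 20 min, ambient temperature; detection: fluorescence, 480/540 nm; read-out basis: normalized % inhibition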
Neddyl block: blocks human cullin neddylation; P61081+Q13564; TR-FRET cullin neddylation, biochemical; calls only at 25 µM; 360,000 tested, 0.58% active; AID 651699; in the data active = inhibition above about 36%
Tb MetRS inh: blocks T. brucei methionyl-tRNA synthetase activity. purified T. brucei MetRS, ATP depletion, Kinase-Glo luminescence. inhibition, % at 11.9 µM. 360,000 tested, 0.4% active. AID 624268;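 active = inhibition above a per-plate cutoff of the control wells' mean inhibition plus 3 SD, cut at about 5.5% in these data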;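 also: 0% = DMSO wells median and 100% = median of wells with control inhibitor compound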
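System: purified T. brucei MetRS enzyme / Detection: Kinase-Glo luciferase luminescence reporting remaining unconsumed ATP / Medium: HEPES buffer with MgCl2, KCl, DTT, spermine, BSA, pyrophosphatase / Replication: singlicate, one well per compound / Evaluation: percent inhibition relative to median high and low control wells / Schedule: 2 h aminoacylation at 25 °C after 15 min preincubation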
The depositor's hits bear a star; i = inactive; nt = no result given. This is a subset; the hit share may differ from the screen's.

Values in the order: DNMT1 block	SUMO1 PPI mod	Scp1 inh	NadD block	SKN-1 inh	LMPTP inh	Tb MetRS inh	NRP1-CendR mod	Neddyl block	STEP inh
N/C(=N\[N+](=O)[O-])N1CCN(C(=O)OC2CCCC2)CC1
    0	-6	-7	-7	0	-1.7	-0.7	20	i	-2
O[C@H]1[C@H](O)[C@@H](O)CN2CC[C@H](O)[C@H]12
    -1	-1	-9	4	-2	-1.4	-1.0	6	i	-2
COc1cc2[nH]c(=O)n(-c3ccccc3)c(=O)c2cc1OC
    -2	-1	1	8	-6	0.1	-0.4	-7	i	0
CC(C)CCC1(CN2CCCC2=O)C(=O)NC(=O)NC1=O
    1	0	-10	-2	2	-3.0	-0.6	1	i	-2
CC/C(=N\NC(=O)c1ccccc1Cl)c1c(O)n(C2CCCCC2)c(=O)[nH]c1=O
    4	3	-13	3	-5	-1.9	-0.5	-6	i	0
Cc1ccc(-c2cc(-c3ccccc3)cc(-c3ccccc3)[n+]2-c2ccccc2C(=O)O)cc1
    0	5	11	8	7	3.3	-0.3	26*	nt	0
COC(=O)C1=C(c2ccc3ccccc3c2)C[C@@H]2CC[C@H]1N2C(=O)NCc1ccco1
    13	0	14	3	1	1.8	-0.2	1	i	0
CC(C)Nc1nc(Cl)nc(NC(C)C)n1
    0	0	1	0	6	1.5	0.1	3	i	-2
OC1/C(=C/c2ccc(Cl)cc2Cl)N2CCC1CC2 (configuration not stated)
    1	-2	1	-4	2	-0.2	0.1	6	i	-3
O=c1[nH]c(=O)n(CCc2ccc(F)cc2)c(O)c1C=NCCCN1CCOCC1
    -5	-3	-5	0	12	-7.1	-0.8	2	i	-4
Cc1cc(C)n2nc(SCC(=O)N3CCC4(CC3)OCCO4)nc2n1
    -3	1	-3	0	-22	-1.4	-0.5	8	i	0
CC1CCCCN1Cc1c[nH]c2ccccc12 (configuration not stated)
    -15	-1	-5	-5	-7	-0.5	0.1	9	i	-1
O=C(c1ccc(Br)cc1)C12CN3CN(CN(C3)C1)C2
    -7	-4	-1	6	-3	-1.3	1.2	-6	i	0
O=C(NC1CCCCC1)N1Cc2cc(-c3ccccc3)ccc2-n2nncc2C1
    3	10	nt	1	4	2.1	1.4	9	i	5
CN1C(=O)N(C)C(=O)C2(Cc3c(ccc4ccccc34)N(C)C2)C1=O
    -20	-10	1	-1	-7	0.2	-0.9	-1	i	-1
Oc1ccc(Cl)cc1Cc1ccccc1
    2	8	-10	-13	-10	1.7	-0.3	8	i	-4
CCOC(=O)[C@]12Cc3cc(OC)ccc3[C@H]1N(C(C)C)C(=O)c1ccccc12
    nt	-1	nt	5	16	-0.4	0.1	-5	i	nt
CC(=NCCC1=CCCCC1)c1c(O)n(C)c(=O)n(C)c1=O
    2	0	5	6	19	-1.2	-0.5	-9	i	-1
COC(=O)C1=C(c2cccc(OCc3ccccc3)c2)C[C@@H]2CC[C@H]1N2C(=O)NCCN1CCOCC1
    2	4	-11	-8	6	-2.2	-0.3	0	i	2
CCC1C2Cn3c(nc4ccccc43)C1N(C)O2 (configuration not stated)
    6	0	0	0	10	-1.8	-0.3	6	i	0

(more compounds)
Values in the order: DNMT1 block	SUMO1 PPI mod	Scp1 inh	NadD block	SKN-1 inh	LMPTP inh	Tb MetRS inh	NRP1-CendR mod	Neddyl block	STEP inh
COC(=O)C1=C(C)NC(=S)NC1c1ccc(N(CCCl)CCCl)cc1Cl (configuration not stated)
    -13	-9	-5	14	-11	1.7	-0.4	-1	i	8
Cc1ccc(N)c(C(=O)c2ccc(Br)cc2)c1
    -1	-6	-13	5	5	2.8	0.5	-7	i	-1
Cc1cc(OC(C)C(=O)NCc2ccncc2)c2c3c(c(=O)oc2c1)CCCC3 (configuration not stated)
    3	-2	-4	-4	1	-0.3	-0.9	-1	nt	-1
COc1ccc(CCNC2(C#N)CCCCC2)cc1OC
    1	-1	nt	2	19	-0.8	-0.2	-7	i	-1
Cn1c(O)c(C=NC2CCN(Cc3ccccc3)CC2)c(=O)n(C)c1=O
    2	-4	-7	1	10	-0.7	-0.6	19	i	4
ClCCN1CCN(c2ccnc3cc(Cl)ccc23)CC1
    -1	-40	-9	-3	-3	-0.3	-0.6	4	i	-6
CC(C(=O)c1c[nH]c2ccccc12)N1CCc2ccccc2C1 (configuration not stated)
    -4	-8	-6	0	18	1.1	2.6	-34	i	-5
Fc1cccc(CNCCc2c[nH]c3ccccc23)c1
    -2	6	-12	4	12	-0.9	-0.2	-1	i	-3
CCC(=NCc1ccco1)c1c(O)[nH]c(=O)[nH]c1=O
    3	4	-5	-4	1	-2.4	-0.1	10	i	1
Cc1[nH]c2c(C(F)(F)F)cccc2c1CCN
    -10	1	-11	-3	-1	0.3	-0.1	-10	i	-6
Cc1ccc(S(=O)(=O)N2CCC(C(=O)N3CCC4(CC3)OCCO4)CC2)cc1
    9	1	6	2	-12	-1.4	-1.4	12	i	-2
CCN1CCN(c2ccc(N)cc2C)CC1
    -8	-30	-11	-9	0	1.2	-0.8	-18	i	0
COC(=O)C1=C(c2ccc(OC(F)(F)F)cc2)C[C@@H]2CC[C@H]1N2C(=O)N1CCC(O)CC1
    2	4	-4	-4	7	-0.5	-0.3	3	i	1
Cc1ccccc1-c1ccc2c(c1)CNCc1cnnn1-2
    5	9	nt	-6	7	-0.2	-0.5	15	i	-2
COC(=O)c1cn(Cc2ccc(F)cc2)c2ccccc12
    1	9	nt	-8	-9	1.5	0.1	-6	i	2
O=C(C[N+]12CCC(CC1)C(CO)C2)c1ccc(Br)cc1 (configuration not stated)
    2	-6	-9	-4	18	-0.8	0.0	11	i	-3
O=C1CC=C2C3CC4N(CCC45c4ccccc4N1C25)CC3=CCO (configuration not stated)
    3	0	-3	-3	12	-2.4	-0.2	-1	i	2
Cc1ccc(OCCn2cccc2/C=C2/C(=O)NC(=O)N(Cc3ccco3)C2=O)cc1
    61*	17	4	9	-24	3.4	0.6	-57	i	4
O=C(Cn1c2c(c(-c3ccccc3Cl)cc1=O)CCC2)N1CCC2(CC1)OCCO2
    -6	1	3	5	-12	0.0	-0.3	22	i	-2
COc1ccc(CC(=O)N2C[C@H]3C[C@@H](C2)c2cccc(=O)n2C3)cc1
    -3	6	10	-1	23	-1.6	0.4	-3	i	4

New compounds follow
Values in the order: DNMT1 block	SUMO1 PPI mod	Scp1 inh	NadD block	SKN-1 inh	LMPTP inh	Tb MetRS inh	NRP1-CendR mod	Neddyl block	STEP inh
CN(C)C(=O)Oc1ccnc2cc(Cl)ccc12
    4	-2	-1	-1	-4	-0.5	-0.3	0	i	-1
O=C1C2CCCN2C(c2cccnc2)N1c1nccs1 (configuration not stated)
    1	2	-9	-3	-1	0.6	0.3	6	i	2
CCOC(=O)C1C(=O)NC2(C)CC1c1cc(OC)ccc1O2 (configuration not stated)
    2	1	0	-1	13	-1.8	-0.2	0	i	-2
COc1ccc(/C=C/C(=O)NC(=S)N2C[C@H]3C[C@H](C2)c2cccc(=O)n2C3)cc1
    1	0	-1	-1	9	-1.7	-0.2	-2	i	2
Cc1ccnc(-n2c(C)cc(C=C3C(=O)N(C)C(=S)N(C)C3=O)c2C)c1
    3	9	3	4	7	-0.1	-1.3	-11	i	-2
O=c1[nH]c(=S)n(-c2cccc(Cl)c2)c(O)c1C=NCCN1CCNCC1
    0	-2	-9	-5	15	-6.2	0.1	-7	i	0
COc1ccc(/C=C/C2=CCN(C)CC2)cc1
    -4	-9	-8	-9	22	-0.7	-0.4	0	i	-2
C[C@H]1O[C@@H](OC2CC[C@]3(C=O)[C@H]4CC[C@]5(C)[C@@H](C6=CC(=O)OC6)CC[C@]5(O)[C@@H]4CC[C@]3(O)C2)CC2OC(C)(C)OC21 (some centres not stated)
    -3	4	1	-2	-20	1.3	-0.8	5	i	0
CCOC(=O)C1=C(C)OC(N)=C(C(=O)OC)C12C(=O)Nc1ccc(Br)cc12 (configuration not stated)
    15	0	8	-1	-17	-1.3	-1.1	6	i	-2
c1ccc(Nc2ccc3ccccc3c2)cc1
    6	-5	1	0	29	2.9	0.0	0	nt	-2
CCCCCCN1CCN(c2ccc(Cl)cc2)CC1
    -3	-2	-13	0	17	-1.1	-0.2	2	i	2
O=c1[nH]c(=S)n(C2CC2)c(O)c1C=Nc1ccc2c(c1)OCO2
    -2	-4	-11	13	12	0.4	0.0	9	i	1
CCOC(=O)[C@]12Cc3cc(Cl)ccc3[C@H]1N(C(C)C)C(=O)c1ccccc12
    nt	9	nt	0	2	0.5	-1.4	12	i	nt
COc1ccc(CN2CC3CC(C2)c2cccc(=O)n2C3)cc1OC (configuration not stated)
    15	-3	-1	-2	11	-1.4	0.3	-9	i	1
Cn1c(O)c(C(=O)c2ccccc2)c(=O)n(C)c1=O
    -1	5	-2	-1	6	-1.2	-0.2	12	i	-4
O=c1[nH]c(=S)n(C2CC2)c(O)c1C=NCC1CCCO1 (configuration not stated)
    0	1	-5	-8	-17	-1.2	-0.5	-7	i	-1
CCN1CCN(Cc2ccc(C)cc2C)CC1
    7	-3	-5	6	0	-2.4	-0.2	10	i	1
CCc1ccc(C(=O)C23CN4CN(CN(C4)C2)C3)cc1
    1	-3	-4	7	8	-0.6	-1.0	-31	i	-6
N#CCCn1cc(C(=O)Nc2ccc(F)cc2)c(-c2ccc([N+](=O)[O-])cc2)n1
    -2	-4	6	-3	-1	1.9	-0.1	6	i	-2
C[C@H]1CCC[C@@H](O)CCC/C=C/c2cc(O)cc(O)c2C(=O)O1
    -3	2	6	-2	5	0.0	0.2	5	i	-3
O=C(O)c1ccc([N+](=O)[O-])c([N+](=O)[O-])c1
    11	-24	6	2	4	-0.7	-0.1	-1	i	-1
Cc1cccc(C)c1NC(=O)CN(C)CC(=O)Nc1ccc(C#N)c(Cl)c1
    0	3	-1	-3	13	0.6	0.0	2	i	-1
COC(=O)C1=C(c2ccc(OC(F)(F)F)cc2)C[C@@H]2CC[C@H]1N2C(=O)N1CCOCC1
    8	1	-11	1	2	-0.3	0.4	11	i	4

Three structures from above, arranged by molar mass, ascending:
Values in the order: DNMT1 block	SUMO1 PPI mod	Scp1 inh	NadD block	SKN-1 inh	LMPTP inh	Tb MetRS inh	NRP1-CendR mod	Neddyl block	STEP inh
O=c1[nH]c(=S)n(C2CC2)c(O)c1C=NCC1CCCO1 (configuration not stated)
    0	1	-5	-8	-17	-1.2	-0.5	-7	i	-1
CCOC(=O)[C@]12Cc3cc(Cl)ccc3[C@H]1N(C(C)C)C(=O)c1ccccc12
    nt	9	nt	0	2	0.5	-1.4	12	i	nt
O=c1[nH]c(=S)n(-c2cccc(Cl)c2)c(O)c1C=NCCN1CCNCC1
    0	-2	-9	-5	15	-6.2	0.1	-7	i	0
